mcGAS MS inh: inhibitors of Mus musculus cyclic GMP-AMP synthase, initial high-throughput assay, cell-free, RapidFire MS. recombinant mouse cGAS, cGAMP by RapidFire MS. inhibition, % at 12.5 µM. hit rate 0.18% among 130,000. AID 1259397, 2018;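 active = inhibition of cGAS enzyme activity at or above 60%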;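 note: enzyme stimulated by 45 bp dsDNA with ATP and GTP substrates; cGAMP share of summed cGAMP plus half ATP and half GTP signals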
Target sequence (Q8C6L5 whole entry, looked up): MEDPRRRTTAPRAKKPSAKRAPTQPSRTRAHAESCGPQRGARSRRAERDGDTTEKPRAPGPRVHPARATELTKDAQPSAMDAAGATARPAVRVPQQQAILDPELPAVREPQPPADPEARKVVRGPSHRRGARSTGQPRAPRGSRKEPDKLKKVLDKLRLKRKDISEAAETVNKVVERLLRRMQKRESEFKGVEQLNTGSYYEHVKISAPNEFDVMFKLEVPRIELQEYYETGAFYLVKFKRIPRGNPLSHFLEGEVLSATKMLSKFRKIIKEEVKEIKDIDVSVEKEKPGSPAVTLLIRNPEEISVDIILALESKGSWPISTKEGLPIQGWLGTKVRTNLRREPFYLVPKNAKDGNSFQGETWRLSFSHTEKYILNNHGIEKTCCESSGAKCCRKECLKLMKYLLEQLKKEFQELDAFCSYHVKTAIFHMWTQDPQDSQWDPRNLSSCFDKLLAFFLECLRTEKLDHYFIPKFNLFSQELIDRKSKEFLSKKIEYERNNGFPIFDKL
* marks the source's active call; other numbers are inactive results; & = joins results of further samples. An excerpt (hit frequency here may not be typical).

SMILES	mcGAS MS inh
Cc1sc2c(c1C)CN(C(C)(C)C)CN2C(=O)c1ccco1	-3
Clc1cnc(NCCCNc2ncc(Cl)cn2)nc1	-5
O=C(Nc1ccc2c(c1)N(C(=O)c1ccccc1)CCC2)c1ccc(Br)o1	-7
O=C(NCC1(c2ccccc2)CCC1)Nc1ccccn1	-10
COCc1nn2c(nnc3c(=O)n(C4CC4)ccc32)c1-c1ccccc1	-4
c1cnc2nc(SCc3ccc(CSc4nc5ncccc5[nH]4)cc3)[nH]c2c1	-22
Cc1cccc2nc(CNCc3c(C(=O)N4CCCCCCC4)nc4sccn34)cn12	-7
O=C(OC1CCCC1)C1CCCN(C(=O)Nc2ccccc2F)C1 (configuration not stated)	-40

(cont.)
SMILES	mcGAS MS inh
CC(C)(C)c1csc(NC(=O)CCN2C(=O)c3ccccc3C2=O)n1	-9
Cc1cc(Cl)cc(Cl)c1CNc1c([N+](=O)[O-])c(=O)oc2ccccc12	-2
CCN(CC)C1CCN(C(=O)C(NC(=O)Nc2ccccc2)C(C)C)C1 (configuration not stated)	-10
CCOC(=O)c1nn(-c2ccccc2C)c(=O)cc1N1CCN(c2ccccc2F)CC1	-8
CC(=O)N[C@@H]1C[C@H](CC(C)C)O[C@H](c2c(C)n(C)n(-c3ccccc3)c2=O)C1	-38
O=S(=O)(c1cccnc1)N1CCC(OCCCc2ccccc2)C1 (configuration not stated)	-14
Cc1cc(N(C)CCOc2ccccc2F)nc(C(C)C)n1	-3
Cc1nsc(NC(=O)N2CCC(C(O)c3cccs3)CC2)n1 (configuration not stated)	-21

Next section.
SMILES	mcGAS MS inh
O=C(Oc1ccc(NS(=O)(=O)c2ccccc2)cc1Br)c1ccccc1	-14
Cn1c(=O)c2c(nc(N3CCCC3)n2CCSc2ncccn2)n(C)c1=O	1
Cc1nn(C)c(C)c1NC(=O)C(C)OC(=O)c1ccc2c(c1)NC(=O)CS2 (configuration not stated)	0
Cc1cc(C(=O)NC2(C)CCS(=O)(=O)C2)c(C)n1-c1ccc2c(c1)OCCO2 (configuration not stated)	8
CCOC(=O)c1cc(C(O)(C(F)(F)F)C(F)(F)F)c(N=CN(C)C)o1	-7
CN(C(=O)COCc1ccccc1)c1c(Cl)cccc1Cl	-4
Cc1ccc(Cl)c(NC(=O)CN2C(=O)NC(C)(c3ccccc3Cl)C2=O)c1Cl (configuration not stated)	0
CN1CCCC(C(=O)Nc2ccc3ccccc3n2)C1 (configuration not stated)	-3

Remaining list, next part
SMILES	mcGAS MS inh
COC(=O)c1cc(C(=O)NCc2csc3ccccc23)ccn1	-51
COc1cc(C)c(NC(=O)Cc2cc3c(cc2Br)OCCO3)cc1OC	-1
CN(C(=O)CSc1nc2sc3c(c2c(=O)n1C)CCCC3)C1CCCCC1	-18
Cc1nn(C)c(Cl)c1CNCC1COc2ccccc2C1 (configuration not stated)	-1
COc1ccc2c(C)c(CCC(=O)Nc3ccc(S(=O)(=O)N4CCC(C)CC4)cc3)c(=O)oc2c1	-2
Cc1cc(OC(C)C(=O)Nn2cnnc2)ccc1Cl (configuration not stated)	2
Nc1cc(N)nc(SCCC(=O)O)n1	-12
O=C(NCc1cccnc1)NC1CCCc2ccccc21 (configuration not stated)	-13

Further compounds follow.
SMILES	mcGAS MS inh
C=CCNc1nnc(SC(C)c2nc3sc(C)c(C)c3c(=O)[nH]2)s1 (configuration not stated)	-6
Cc1cc(C)n2nc(C(=O)N/N=C\C=C/c3ccccc3)nc2n1	3
O=C1C(Nc2cccc(N3CCOCC3)c2)CCN1c1ccccc1 (configuration not stated)	-35
CC(=O)N[C@H](CS)C(=O)O	8
Cc1nc(C(C)C)ncc1C(=O)NCc1c(C)noc1C	-12
CC(C)S(=O)(=O)c1ncc(CN2CCc3ccccc3C2)n1Cc1ccccc1F	2
CCC(C)N(Cc1cccnc1)C(=O)c1cncc(C)c1 (configuration not stated)	-14
Cc1c(C(C)NC(=O)/C=C/c2ccccn2)cnn1-c1cccc2ccccc12 (configuration not stated)	-2

(listing goes on)
SMILES	mcGAS MS inh
O=C(CCSc1ccc(Cl)cc1)NCCc1cccs1	-1
Cc1nc(C)c(C(C)NC(=O)c2ccc(CN3CCN(C)CC3)cc2)s1 (configuration not stated)	7
Cc1ccc2oc(C(=O)N3CCC(O)(c4ccccc4)CC3)c(C)c2c1	-8
Cc1c(C(C)NC(=O)Cc2cccnc2)cnn1-c1cccc2ccccc12 (configuration not stated)	-4
Cc1ccc(C2CC(c3cccs3)=NN2S(C)(=O)=O)o1 (configuration not stated)	-13&2
CCCC1CC2(O)CC(C#N)(C(=O)N2)C1(C#N)C#N (configuration not stated)	0
O=c1ccc2cc(S(=O)(=O)Nc3cc(Cl)ccc3Cl)ccc2o1	2
COc1ccc(OCC(=O)NCc2ccc(Cl)cc2)c(C(=O)O)c1	-3

Further records
SMILES	mcGAS MS inh
CN1C[C@H]2C[C@@H]1CN2c1cc2c(cc1F)c(=O)c(C(=O)O)cn2C1CC1	-3
Cc1cc(C)n(CCNC(=O)c2csc(-c3cc4ccccc4n3C)n2)n1	1
O=C(c1ccc2c3c(cccc13)CC2)N1CCN(S(=O)(=O)c2ccc3c(c2)OCCCO3)CC1	-12
CCn1ccnc1CN1CCCC(N2CCN(c3ccccc3C)CC2)C1 (configuration not stated)	-2
CN(CCNc1c(C#N)c(=O)n(C)c(=O)n1C)c1ccccc1	-9
CCOc1ccccc1NC(=O)c1cc2c(s1)CCC2	0
CCCC(=O)C1=C(c2ccc(C)cc2)N(C(=O)CCC)n2cnnc2S1	-6
Nc1ccc(-c2nn3cnnc3s2)c(O)c1	-2

Remaining list, next part:
SMILES	mcGAS MS inh
COc1ccc(C2=Nc3nnnn3C(c3ccc(F)cc3)C2)cc1 (configuration not stated)	-3
Cc1ccccc1S(=O)(=O)NC(=O)C1(C)CCN1C(=O)c1ccc(C2CCCCC2)cc1 (configuration not stated)	-11
CCn1nnc2c(NCC3CCCO3)ncnc21 (configuration not stated)	-17
CCNc1ncnc2c1nnn2C	-7
Cc1ccc(Oc2ncccc2CNc2ncccn2)c(F)c1F	1
O=C(CN1C(=O)C2CCCCC2C1=O)NOCc1ccccc1 (configuration not stated)	-9
O=S1(=O)CCC(N=Cc2ccccc2O)C1 (configuration not stated)	-9
CCn1cc(Br)c(C(=O)NC(=S)Nc2ccc(OC)cc2)n1	1

Next part:
SMILES	mcGAS MS inh
Cc1ccc(OCC(O)CN2CCCC2c2nnc3ccccn23)c(C)c1 (configuration not stated)	-2
Cc1cccc(Cn2c(CN3CCCCC3C)nc3c2c(=O)n(C)c(=O)n3C)c1 (configuration not stated)	0
Cc1cc(C(=O)N(Cc2ccco2)c2nc3c(F)cc(F)cc3s2)n(C)n1	-3
CC1CCCN(S(=O)(=O)c2cc(C(=O)N3CCC(C)(O)C3)ccc2Cl)C1 (configuration not stated)	0
CC1(CCc2ccccc2)CCN(C(=O)c2ccccc2O)C1 (configuration not stated)	-14
O=C(O)CN(Cc1ccccc1)c1nc(Cc2ccc(F)cc2)ns1	0
Cc1cccc(NC(=O)CCNS(=O)(=O)N(C)C2CCCCC2)n1	-22
CC(C)n1cncc1CN1CCCC2(C1)CN(C)C(=O)O2 (configuration not stated)	-12

Four compounds from above, arranged by length of the SMILES, smallest number first:
SMILES	mcGAS MS inh
CC1(CCc2ccccc2)CCN(C(=O)c2ccccc2O)C1 (configuration not stated)	-14
Cc1cccc(NC(=O)CCNS(=O)(=O)N(C)C2CCCCC2)n1	-22
Cc1cccc(Cn2c(CN3CCCCC3C)nc3c2c(=O)n(C)c(=O)n3C)c1 (configuration not stated)	0
CC1CCCN(S(=O)(=O)c2cc(C(=O)N3CCC(C)(O)C3)ccc2Cl)C1 (configuration not stated)	0

Remaining list, next part:
SMILES	mcGAS MS inh
O=C1/C(=C/c2cccnc2)COc2c(F)cccc21	73*
Cc1ccc(CSCCNC(=O)c2oc3ccccc3c2CSc2ncn[nH]2)cc1	-3
CCOC(=O)N1CCC(NC(=O)c2cc(=O)c(OCc3ccccc3)c[nH]2)CC1	-1
COc1ccc2[nH]c3nc4ccccc4nc3c2c1	-1
CSCCC(=O)N(CCc1ccccc1)CC1CCN(C)CC1	8
Cc1nc2ccccn2c(=O)c1NC(=O)C(c1ccccc1)c1ccccc1	-1
CN1CCCC(C(=O)N2CCc3c(nc(-c4ccccc4)[nH]c3=O)C2)C1 (configuration not stated)	-13
O=C1CCCN1CC1CCCN(C(=O)Nc2nncs2)C1 (configuration not stated)	-12

Additional structures follow.
SMILES	mcGAS MS inh
CC1=C(C(=O)OCC(C)C)C(c2ccncc2)C2=C(CC(c3ccccc3)CC2=O)N1 (configuration not stated)	-7
CC(C)Oc1ccc(CN2CCC3(CCNCC3)C2)cc1	-9
COc1ccc(-c2[nH]nc3c2C(c2cccc(OC)c2OC)C(C#N)C(=N)O3)cc1 (configuration not stated)	-10
COCCn1c(=NC(=O)C2=COCCO2)sc2cc(S(C)(=O)=O)ccc21	-6
O=c1[nH]c(/C(Cl)=C\c2ccc(N3CCOCC3)cc2)nc2ccccc12	-9
N#Cc1ccccc1CS(=O)(=O)N1CCN(S(=O)(=O)C=Cc2ccccc2)CC1	-10
COc1ccnc(NCC(c2c(F)cccc2Cl)N(C)C)n1 (configuration not stated)	3
Cc1ccc(C(=O)O)cc1S(=O)(=O)N1CCCc2cc(S(=O)(=O)N3CCCCC3)ccc21	4

(list continues)
SMILES	mcGAS MS inh
CCc1ccc(CNC(=O)Cc2c(C)noc2C)s1	-8
COc1cc2c(cc1OC)CN(C1CCCN(C(=O)c3ccnn3C)C1)CC2 (configuration not stated)	7
COc1cccc(NC(=O)C(c2ccccc2)N2CCCC(C(=O)N3CCOCC3)C2)c1 (configuration not stated)	-2
CC(=O)c1c(C)[nH]c(C(=O)C(C)n2nnc(-c3cccs3)n2)c1C (configuration not stated)	-5
COc1ccccc1NC(=O)Nc1ccc(Nc2cc(OC(C)C)nc(C)n2)cc1	-2
CCOc1cc(/C=C2/Oc3cc(O)ccc3C2=O)cc(Cl)c1OCC(=O)N(C)C	-2
CN(c1ccc(F)c(F)c1)S(=O)(=O)c1cccc2nonc12	-4
O=C1c2cc(Br)ccc2S(=O)(=O)N1CCCn1ccnc1	-5

(more compounds)
SMILES	mcGAS MS inh
COC(c1ccccc1)c1nnc(CCC(=O)NC2Cc3ccccc3C2)o1 (configuration not stated)	-4
CC(=O)NCCC1CCCCN1C(=O)NCc1ccccc1F (configuration not stated)	-18
CCC(Oc1ccccc1)C(=O)N1CCC2(CC1)NCC(=O)N2CC(=O)OC (configuration not stated)	2
CCOC(=O)c1nn(-c2ccccc2)c(=O)cc1OCC(=O)Nc1ccc(OC)c(OC)c1	-7
O=C(N/N=C\c1coc2ccccc2c1=O)C12CC3CC(CC(C3)C1)C2	-9
Cc1cc(N2C(=O)c3oc4ccc(Cl)cc4c(=O)c3C2c2ccncc2)no1 (configuration not stated)	-12
Cc1nc(NCCn2nc3ccccn3c2=O)c2c(-c3ccccc3)csc2n1	-1
CC1(C(=O)Nc2ccc3c(c2)OCO3)CCN1Cc1cccc2c1OCO2 (configuration not stated)	-10

Continuation:
SMILES	mcGAS MS inh
O=C(c1cc(=O)c(OCc2ccccc2)c[nH]1)N1CCN(c2ccccc2)CC1	-4
CN(Cc1ccc2ccccc2n1)C(=O)c1ccc(N2CCC[C@H]2CO)nc1	-8
Cc1[nH]cnc1-c1nccn1Cc1ccc2c(c1)n(C)c(=O)n2C	0
CCC(=O)Nc1cc(-c2cn3cccnc3n2)ccc1C	4
CCOc1cc(CNc2ccc(CNc3ncn[nH]3)cc2)ccc1OCc1ccccc1	2
CCN(CC)S(=O)(=O)c1ccc(C(C)NC(=O)C=Cc2cc(OC)c3c(c2)OCCO3)cc1 (configuration not stated)	-2
CCOC(=O)Cn1c(=NC(=O)C2=COCCO2)sc2cc(S(N)(=O)=O)ccc21	-7
CN(C)S(=O)(=O)NCC1CCCN(Cc2cccc(Oc3ccc(Cl)cc3)c2)C1 (configuration not stated)	-6

An excerpt from above in order of their number in mcGAS MS inh, highest first.
molecule | mcGAS MS inh
CCC(=O)Nc1cc(-c2cn3cccnc3n2)ccc1C | 4
Cc1[nH]cnc1-c1nccn1Cc1ccc2c(c1)n(C)c(=O)n2C | 0
CN(Cc1ccc2ccccc2n1)C(=O)c1ccc(N2CCC[C@H]2CO)nc1 | -8

(continued)
SMILES	mcGAS MS inh
CC(C)(C)C1CCC2(CC1)Nc1cccc3cccc(c13)N2	-20
O=C(NNC(=O)c1ccc(COc2ccccc2)o1)c1ccco1	0
CN(Cc1nc2ccccc2[nH]1)Cc1cccc2ncccc12	-12
O[C@H]1CCCC[C@@H]1N1CCN(c2ncccn2)CC1	8
COc1ccc(-n2c(-c3ccccc3)c[n+]3ccccc23)cc1	-8
CCCNC(=O)NC(=O)CN1C(=O)NC2(CCCCC2)C1=O	-8
CC1c2cccn2CCN1Cc1ccc(C(N)=O)cc1 (configuration not stated)	-5
CCc1c(C)nc2c(-c3ccc(OC)c(OC)c3)c[nH]n2c1=O	-4

(continued)
SMILES	mcGAS MS inh
CN(Cc1ccccc1)c1ccc(NC(=O)N2CCCC(O)C2)cc1 (configuration not stated)	-1
N#Cc1ccccc1CNc1ccc(C(=O)N2CCOCC2)c(Cl)c1	8
CCc1nnc(SCc2cc(=O)n3cc(Br)ccc3n2)nc1CC	-6
CCOc1ccc(-n2c(C)c(C)n3c4c(=O)n(CCCO)c(=O)n(C)c4nc23)cc1	-1
CC(C)C(=O)Nc1sc2c(c1C(=O)NC1CCCCCC1)CCC2	-2
Cc1cccc(C)c1OCC(=O)N1CCC1	-3
O=C(CCn1ccccc1=O)Nc1cnc2n1CCCC2	-14

Part of the list above, set out differently.
mcGAS MS inh	SMILES
7	Cc1nc(C)c(C(C)NC(=O)c2ccc(CN3CCN(C)CC3)cc2)s1 (configuration not stated)
-8	Cc1ccc2oc(C(=O)N3CCC(O)(c4ccccc4)CC3)c(C)c2c1
-4	Cc1c(C(C)NC(=O)Cc2cccnc2)cnn1-c1cccc2ccccc12 (configuration not stated)
-13&2	Cc1ccc(C2CC(c3cccs3)=NN2S(C)(=O)=O)o1 (configuration not stated)
0	CCCC1CC2(O)CC(C#N)(C(=O)N2)C1(C#N)C#N (configuration not stated)
